# TWEAK Fn14 block = TWEAK-Fn14 signaling inhibition. inhibition, % at 10 µM. 360,000 compounds, 2% hits. AID 1159606. TWEAK-stimulated Fn14 reporter cells, luciferase luminescence, 8 h; in the data active = inhibition above about 50%
# HIF-2a block = inhibitors of HIF-2a. 786-0 RCC cells HIF-2a reporter, luciferase luminescence, overnight. inhibition, % at 18.8 µM. 360,000 compounds, 0.72% hits. AID 624352;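 active = inhibition of the luminescence signal of 40% or more relative to plate controls, in a single-dose primary screen at 18.75 µM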
# KKLEB cytotox = counter-screen for CF NF-kB inhibitors: cytotoxicity. 360,000 compounds, 0.36% hits. activity change (cytotoxicity), % at 5 µM. KKLEB CF airway cells viability, ATPlite luminescence, overnight; active compounds read low; cells stimulated with P. aeruginosa culture filtrate;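 active = corrected activity change at or below -50% at 5 µM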
# Shn3 inh set2 = inhibitors of Schnurri-3 3'UTR reporter in osteoblasts; Clone20 osteoblast Shn3 3'UTR firefly luciferase, 24 h; inhibition, % at 12.5 µM; 360,000 compounds, 0.52% hits;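 active = mean inhibition of at least 75% with every replicate also reaching 75%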;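 note: 0% = median of neutral control wells and 100% = pilot-screen positive control compound; some compounds past the cut are filed as inactive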
# aDG glyco up = increases alpha dystroglycan glycosylation | Pro5-aDG cells, alpha-DG glycosylation AlphaScreen (IIH6); 0% Pro5, 100% B10-LARGE cell signal | activation, % at 10 µM | 360,000 compounds, 0.22% hits | AID 624168;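 active = activation of at least 8% versus controls, or a plate z-score of at least 8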;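 note: Pro5 are CHO cells carrying HIG-tagged alpha-DG that lacks glycosylation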
# Peg3 prom inh = inhibitors of Peg3 promoter | HeLa PEG-Prom luciferase reporter, luminescence, overnight | inhibition, % at 20 µM | 360,000 compounds, 1.7% hits | AID 588405;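 active = inhibition of at least 50% at 20 µM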
# MITF TRPM1 inh = reduces MITF-dependent TRPM1 promoter luciferase signal; inhibition, % at 12.5 µM; SK-MEL-5 TRPM1 promoter luciferase, 24 h; 330,000 compounds, 0.83% hits;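 active = mean inhibition across replicates of 60% or more, whatever share of single replicates reaches that level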; note: values of inactives mirror those of a sister screen read the other way
# hiPSC survival = enhancers of human iPSC single-cell survival; hiPSC single-cell survival, ATPlite luminescence; 100% = ROCK inhibitor wells, 0% = DMSO; survival enhancement, % at 20 µM; 360,000 compounds, 0.044% hits; AID 602274; in the data active = survival enhancement above about 18%;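 note: cells exposed to compounds for 16 hours before the ATP read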
# NR2E3 ag-1 = activates human NR2E3 receptor. 360,000 compounds, 0.35% hits. CHO-S Gal4-NCOR/VP16-NR2E3 two-hybrid, luciferase. AID 602229. inhibition of corepressor binding, % at 3.98 µM;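 active = inhibition above the mean of all tested compounds plus 3 SD, cut at about 70% in these data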;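 note: 0% = DMSO with NR2E3 transfected cells and 100% = cells lacking NR2E3 construct; higher means lower luciferase signal from less NR2E3 corepressor binding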
# Target sequence (Q9Y5X4 whole entry, looked up, the tested form may be a part): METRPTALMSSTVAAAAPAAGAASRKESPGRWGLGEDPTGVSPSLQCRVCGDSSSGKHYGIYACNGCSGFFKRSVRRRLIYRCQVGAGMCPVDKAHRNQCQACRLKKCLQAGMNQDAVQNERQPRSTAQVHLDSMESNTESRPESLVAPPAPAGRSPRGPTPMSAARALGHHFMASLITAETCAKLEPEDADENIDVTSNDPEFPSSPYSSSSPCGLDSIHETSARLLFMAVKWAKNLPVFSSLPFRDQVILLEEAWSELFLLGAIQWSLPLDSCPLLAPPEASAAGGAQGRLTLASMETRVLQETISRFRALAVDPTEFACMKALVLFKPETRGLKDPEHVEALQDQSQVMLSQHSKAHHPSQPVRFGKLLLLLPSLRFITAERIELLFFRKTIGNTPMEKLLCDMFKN
# NR2E3 ag-2 = NR2E3 (human) agonism. Q9Y5X4. GST-NR2E3/biotin-RetCOR TR-FRET, 1536-well. inhibition of corepressor binding, % at 4.78 µM. 320,000 compounds, 0.12% hits. AID 2300;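 active = percent inhibition above the cutoff of mean plus 3 SD of all tested compounds, set per screening campaign, cut at about 20% in these data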;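 note: 0% = DMSO wells and 100% = biotin wells as full block of FRET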
#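 Material – GST-tagged NR2E3 plus biotinylated RetCOR corepressor · Quantity – NR2E3 fusion 1.35 nM · Times – 5 h incubation at 4 °C · Medium – pH 7.5 Tris-based buffer · Technique – TR-FRET, Eu(K)-anti-GST donor, streptavidin-D2 acceptor, ex 340, em 617/671 nm · Benchmarks – high control biotin, low control 0.6% DMSO · Format – 1536-well plates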
# CF NFkB block = inhibitors of cystic fibrosis induced NF-kB | KKLEB NF-kB-GFP reporter, PAF-induced, GFP fluorescence overnight | inhibition, % at 5 µM | 360,000 compounds, 0.86% hits;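 active = at least 50% inhibition at 5 µM, scaled per plate between neutral and stimulator controls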;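 note: PAF is a Pseudomonas aeruginosa culture filtrate used as stimulus; plate controls were PAF-stimulated DMSO wells for no effect and unstimulated DMSO wells for full effect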
# The depositor's hits bear a star; . = not tested or not shown.
SMILES,TWEAK Fn14 block,HIF-2a block,KKLEB cytotox,Shn3 inh set2,aDG glyco up,Peg3 prom inh,MITF TRPM1 inh,hiPSC survival,NR2E3 ag-1,NR2E3 ag-2,CF NFkB block
O=C(O)CCC(=O)Nc1ccc(SSc2ccc(NC(=O)CCC(=O)O)cc2)cc1,-4,2,-21,11,0.0,3,1,2.5,10,-7,9
CC(=O)N1CCOc2ccc(S(=O)(=O)N3CCC(C(=O)NCc4ccc(C)cc4)CC3)cc21,-16,4,7,-2,-0.2,0,-5,-0.3,20,2,2
CC(=O)N(CC(C)C(=O)O)c1c(I)cc(I)c(N)c1I (stereo not drawn),-19,33,33,2,0.0,4,-2,1.5,15,5,64*
CC(C)CC(=O)N1CCN(c2ccc([N+](=O)[O-])cc2Cl)CC1,-1,13,0,31,0.7,-7,2,-2.1,-7,-1,-4
COC(=O)C1=C(C)N(Cc2ccccc2)C(=NCCc2cccnc2)N[C@H]1c1ccc(Br)cc1,-15,-12,-22,-85,2.1,94*,78*,-4.5,0,.,29
O=C(NCc1ccco1)c1ccc(N2CCCCC2)c([N+](=O)[O-])c1,-15,-51,7,-6,-0.1,-20,-22,2.2,-12,1,8
COC(=O)c1ccc(CSc2nc3c(c(=O)[nH]2)CCC3)cc1,-9,3,8,1,-0.1,3,.,-1.0,12,.,-26
COc1ccc(Br)cc1-c1noc(-c2ccccc2F)n1,-6,-41,-14,-12,-0.2,0,-16,-0.3,-17,0,8
Cc1ccc(CNC(=O)c2cccnc2Cl)cc1,10,2,18,4,-0.3,-1,-4,-2.8,-1,2,-1
COc1ccc(-c2ccc3nnc(SCC(=O)NCC4CCCO4)n3n2)cc1 (stereo not drawn),7,-6,8,3,0.0,5,-2,0.5,5,-2,-7
Cc1ccc(NS(=O)(=O)c2cccc([N+](=O)[O-])c2)nc1,2,0,-4,-12,-0.3,13,-2,-1.4,-17,6,6
O=C(O)/C=C\C(=O)Nc1cccc(NC(=O)c2ccccc2)c1,-1,2,1,-14,0.1,-6,-6,0.5,-12,-1,5
CC(C)CC1=NN(C(=O)c2ccco2)C(O)(C(F)(F)F)C1 (stereo not drawn),-1,7,1,7,-0.3,3,13,-1.0,-32,1,-2
COc1ccc(CN(CC(=O)NCC2CCCO2)C(=O)CCC(=O)Nc2cc(C)on2)cc1 (stereo not drawn),4,10,-6,-5,0.5,8,-2,0.2,7,1,0
CC(C)c1nc2sc3c(NCc4ccccc4)ncnc3c2c2c1COC(C)(C)C2,-50,2,-29,27,0.0,10,7,1.7,20,-1,36
N#Cc1ccsc1NC(=O)COC(=O)CCS(=O)(=O)c1ccccc1,-6,10,-11,3,-0.1,2,17,-3.0,-7,.,6
O=C1c2ccccc2S(=O)(=O)N1Cc1cc(=O)n2ccsc2n1,-6,14,-3,-8,-0.2,-2,10,-1.7,-13,3,10
CN(C)Cc1c(C(=O)N/N=C/c2ccco2)nnn1-c1nonc1N,-14,11,8,-7,-0.1,7,7,-0.5,-23,0,-19
COC(=O)c1ccc(CNC(=O)COC(=O)c2cccs2)cc1,4,2,2,19,0.1,-11,-7,-1.9,-12,.,-4
CCC(=O)N1CCN(c2ccc(NC(=O)COc3ccccc3[N+](=O)[O-])cc2)CC1,14,-24,-9,26,-0.1,28,-6,-0.2,13,0,-8
O=C1CC(/C=C/c2ccccc2)(C(=O)NC2CCCC2)N1c1ccc(S(=O)(=O)N2CCCC2)cc1 (stereo not drawn),-14,12,9,7,-0.3,7,7,0.4,18,0,-22
O=S(=O)(c1ccc(OC(F)(F)F)cc1)N1CCCC(c2ccccc2)C1 (stereo not drawn),7,2,4,16,-0.2,20,-1,-0.4,11,2,4
Cc1ccc(CN(C(=O)c2ccco2)C2CCS(=O)(=O)C2)cc1 (stereo not drawn),-14,14,1,0,-0.1,9,1,-0.3,-22,-2,8
O=C(CSc1nnc(CNC(=O)c2c(F)cccc2Cl)o1)Nc1ccccc1,9,17,4,10,-0.1,1,-6,-1.4,-7,0,-4
Cc1nn(-c2cccc([N+](=O)[O-])c2)c(N)c1-c1ccccc1,-34,-222,-6,-37,-0.2,-217,-92,-2.2,-46,2,1
N#Cc1cc([N+](=O)[O-])ccc1N1CCCC1,-24,9,-5,-4,0.0,3,11,3.4,-2,-2,-15
Cc1c(-c2ccccc2)oc2c(C(=O)N3CCN(c4ccc([N+](=O)[O-])cc4)CC3)cccc2c1=O,75*,27,-20,26,1.1,2,-19,0.5,-26,5,82*
Cc1ccc(NS(=O)(=O)c2ccc(C(C)(C)C)cc2)cn1,3,0,-1,8,-0.1,6,8,-0.4,-10,-2,4
O=C(NCCCn1ccnc1)c1nn2c(C(F)(F)F)cc(-c3ccccc3)nc2c1Cl,-5,10,4,23,0.4,17,13,-0.4,5,4,-4
O=C(Nc1cccc2cccnc12)c1cc(F)c(F)cc1Cl,-3,-170,-13,-45,0.1,-126,-31,0.1,-13,2,16
CCOc1ccc(OCCC(=O)N2CCc3cc(OC)c(OC)cc3C2)cc1,13,16,4,2,0.0,17,-1,-0.5,-24,3,3
O=C(COc1ccccc1)OCC(=O)N1CCCc2ccccc21,0,11,4,-5,-0.2,16,4,1.0,1,0,-31
C=CCNC(=O)C1CCN(c2nc(C)cc(-c3ccccc3)n2)CC1,-12,-184,-5,-58,-0.1,-182,-32,-4.8,-166,-1,10
COCCCNC(=O)c1cc(Sc2ccc(F)cc2)nc2ccccc12,24,11,6,6,-0.2,1,1,-0.6,10,-3,-10
O=C(NC1CCN(Cc2ccccc2)CC1)c1ccc(CS(=O)c2ccc(F)cc2)o1 (stereo not drawn),15,13,9,16,0.0,1,4,1.0,1,3,-4
CCOC(=O)/C(C#N)=C/c1cn(CCC(=O)O)nc1-c1ccc(Br)cc1,17,20,-1,9,0.0,-12,-8,-0.5,-5,3,1
CN(C)CCCOC(=O)c1ccc(Br)cc1,7,4,14,-8,0.3,-7,-1,-4.0,0,1,-8
COc1nc(OC)nc(N2CCC(C(=O)Nc3cccc4ccccc34)CC2)n1,0,16,16,-3,-0.1,25,-4,0.4,1,1,6
COC(=O)CC(NC(=O)c1cccs1)c1ccc(OC)c(OC)c1 (stereo not drawn),-3,12,0,-2,-0.4,5,-2,-1.3,2,0,27
COc1ccc(NC(=O)c2cccnc2)cc1,4,-77,-9,2,-0.1,-52,-7,-0.2,-22,0,-14
COc1cccc(NC(=O)c2ccc3snnc3c2)c1,-15,-211,13,-31,0.1,-197,-73,-0.6,-52,1,-22
Cc1ccc(NC(=O)NCc2cccnc2)cc1C,-1,-9,25,-23,0.8,-4,-13,0.1,-25,-2,-20
O=C(CCN1C(=O)c2ccccc2S1(=O)=O)NCc1ccccc1Cl,-1,-5,-7,-8,0.2,4,-7,0.1,-20,.,0
CNC(=O)c1ccsc1NC(=O)CS(=O)(=O)c1ccc(F)cc1,34,0,9,15,0.6,-1,.,-1.6,10,.,15
CC1CCCN(Cc2nc3c(c(=O)n(C)c(=O)n3C)n2CCCc2ccccc2)C1 (stereo not drawn),9,26,-3,13,0.1,30,4,-1.7,-2,-1,8
Cc1sc2ncnc(N3CCC(C(=O)N(C)CC(=O)Nc4ccccc4Cl)CC3)c2c1C,32,22,-3,4,-0.6,49,4,0.3,4,1,46
CC(C)c1cccc(-c2ccc3c(c2)S(=O)(=O)c2cccc(C(=O)NCc4ccccc4)c2C3=O)c1,-50,7,-19,23,-0.4,43,12,-1.3,24,.,26
CN(Cc1ccccc1)C(=O)CSc1n[nH]c(N)n1,16,6,4,-18,-0.1,-7,-2,-0.1,15,0,-10
CCc1ccc(NC(=O)CSc2nnc(-c3cnccn3)n2C)cc1,-18,-10,7,-5,0.0,-19,-12,-0.5,18,1,-17
Cc1c(C#N)c(O)n(CCO)c(=O)c1N=Nc1ccc2c(c1)COC2=O,26,3,-10,-3,0.1,20,62*,6.2,-20,0,43
# (further entries)
SMILES,TWEAK Fn14 block,HIF-2a block,KKLEB cytotox,Shn3 inh set2,aDG glyco up,Peg3 prom inh,MITF TRPM1 inh,hiPSC survival,NR2E3 ag-1,NR2E3 ag-2,CF NFkB block
O=[N+]([O-])c1ccc(N2CCN(S(=O)(=O)c3ccc(Cl)c(Cl)c3)CC2)cc1NCCN1CCOCC1,26,11,3,0,-0.1,-6,33,-0.2,6,0,-4
OC(c1ccccc1)c1ccncc1 (stereo not drawn),-1,14,-3,-20,0.0,-12,0,2.9,-8,1,6
c1csc(CNc2nc3ccccc3n2CCN2CCOCC2)c1,-2,14,1,5,-0.2,2,8,-1.7,-9,5,-3
COc1ccc(CNC(=O)CCc2cc(OC)c(OC)c(OC)c2)cc1,11,12,-8,-1,0.1,17,4,0.3,-1,-1,1
O=[N+]([O-])c1ccc(N=NN(CCO)CCO)cc1,-2,2,11,-7,-0.1,-7,15,1.7,13,-3,-27
CC(=O)NC(Cc1ccc(F)cc1)C(=O)NC1CCN(c2ncccc2[N+](=O)[O-])CC1 (stereo not drawn),5,7,8,-2,0.5,12,6,-1.4,-11,4,16
CCOc1ccc(C(=O)NCC(=O)OCC(=O)Nc2ccccc2OCC)cc1,-18,-36,-5,-4,0.0,-24,-3,-0.4,-21,-3,13
O=C(CN(C(=O)CNS(=O)(=O)c1ccccc1)C1CCCC1)NCC1CCCO1 (stereo not drawn),-13,-1,-8,9,-0.2,8,0,2.8,-1,-1,11
CCc1cc(=O)oc2c(C)c(OCC(=O)NCc3ccccn3)ccc12,-5,-2,20,8,0.2,-39,0,1.2,12,-1,-4
COc1cccc2c1CCC(NC(C)=O)C2=O (stereo not drawn),-7,-4,10,-17,0.2,-2,-10,0.9,-8,2,14
COCc1ccc(C(=O)N2CCCC(CNC(=O)c3ccc(F)cc3)C2)o1 (stereo not drawn),3,-37,-8,0,-0.4,-22,-13,0.1,-22,-1,1

# Source: PubChem BioAssay
